# Source: PubChem BioAssay
# MKP-3 inhibition: MKP-3 phosphatase inhibitors, primary screen, biochemical, rat enzyme, in vitro (AID 425) | 110,000 tested, 0.17% active | inhibition, % at 20 µM; hits with a dose series show IC50 in µM | recombinant MKP-3 phosphatase activity, fluorescence; higher % means a stronger effect; in the data active = inhibition above about 50%;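 also: plate controls were vehicle for no effect and reference inhibitor for full effect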
# Hsp70 inhibitors: small molecules displacing fluorescent ligand from Hsp70 – biochemical, fluorescence polarization, primary screen (AID 583); Hsp70 fluorescence polarization probe displacement, mP; higher % means a stronger effect; one-dose displacement, % at 20 µM; IC50 in µM for titrated hits; 140,000 tested, 0.06% active; in the data active = displacement above about 50%;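 also: plate controls were vehicle for no effect and reference ligand for full effect; a part of the inactive calls stands beside numbers as strong as those of hits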
# * hit, by the source's call; x = not tested or not shown. An excerpt, so the mix of outcomes need not match the whole.
structure	MKP-3 inhibition	Hsp70 inhibitors
CC(C)Oc1ccc(C(=O)N(CN2CCCC2=O)c2ccc(F)cc2)cc1	0%	1.2%
Oc1ccccc1-c1nc2cnccn2c1Nc1ccc2c(c1)OCCO2	x	3.9%
Cc1cc2n(n1)C(c1cccs1)Nc1ccccc1-2 (stereo not given)	x	0.5%
CCOc1ccc(C(O)C(CN2CCOCC2)c2ccccc2)cc1 (stereo not given)	x	6.1%
CC(=O)Nc1ccccc1NC(=O)c1ccc(C)c([N+](=O)[O-])c1	7%	-0.2%
FC(F)(F)Oc1ccc(N=Cc2c[nH]c3ccccc23)cc1	-1%	-2.0%
CCOC(=O)c1cccnc1SCC(=O)N(C)c1ccccc1	4%	-2.1%
O=C1c2ccccc2-c2nc3ccccc3n21	x	1.1%

# Continued:
structure	MKP-3 inhibition	Hsp70 inhibitors
Cc1nnc(SCc2cc(=O)n3[nH]cnc3n2)s1	x	-3.8%
Cc1ccc(-n2c(Cc3cccn3C)nnc2SCC(N)=O)cc1	5%	-4.9%
O=c1oc2c3c4c(cc2cc1CCO)CCCN4CCC3	0%	121%
COc1cc2[nH]cc(C(=O)NCCc3ccccc3)c(=O)c2cc1OC	x	2.4%
CC(=O)Nc1cccc(NC(=O)c2cc(Cl)ccc2Cl)c1	5%	1.2%
O=C(c1cnsn1)N1CCN(c2ccccc2)CC1	-9%	4.8%
CCOc1ccc(/C=C2/SC(=O)N(CN3CCCCC3)C2=O)cc1	0%	6.6%
N=Cc1c(O)n(-c2c(Cl)cccc2Cl)c2ccc([N+](=O)[O-])cc12	3%	-1.9%

# Further structures.
structure	MKP-3 inhibition	Hsp70 inhibitors
CCOc1ccc(N(CC(=O)NC)S(C)(=O)=O)cc1	-2%	-0.8%
COC(=O)c1[nH]c2cc(C)ccc2c1NC(=O)CN1CCc2cc(OC)c(OC)cc2C1	4%	3.4%
Cc1cc(C)cc(NS(=O)(=O)c2ccc3[nH]cc(C(=O)NCc4ccco4)c(=O)c3c2)c1	-3%	8.4%
O=C(NCc1cccs1)c1cc2c(s1)-c1ccccc1OC2	-2%	x
COc1ccc(C(C)NC(=O)c2ccc(Br)cc2)cc1 (stereo not given)	4%	-1.3%
CCOC(=O)c1c(-c2ccccc2)oc2ccc(OC(=O)c3ccc(OC)c(OC)c3)cc12	2%	0.7%
Cn1c(-c2ccccc2)cc(O)c(C(=N)c2ccccc2)c1=O	2%	10%
COc1ccc(NC(=O)CCc2nc(-c3ccccc3F)no2)cc1	-5%	-0.5%

# (continued)
structure	MKP-3 inhibition	Hsp70 inhibitors
O=C(NC(Cc1c[nH]c2ccccc12)c1nnc2n1CCCCC2)c1ccccc1Cl (stereo not given)	x	1.1%
Cc1ccc(OCc2nc(C#N)c(N3CCCC3)o2)cc1	-5%	-4.8%
CCOC(=O)Nc1nc2ccc(S(C)(=O)=O)cc2s1	4%	2.7%
COC(=O)c1sccc1NC(=O)CSc1nnnn1-c1ccccc1C	x	-0.6%
O=C(NCCCN1CCOCC1)/C(=C/c1cccs1)NC(=O)c1ccccc1	3%	2.0%
CCOc1c(Br)cc(Br)cc1/C=C1\SC(=S)NC1=O	0%	1.0%
CCCS(=O)(=O)c1nc(S(=O)(=O)c2ccc(C)cc2)c(NCCCN2CCOCC2)s1	-9%	0.6%
CCOC(=O)C(CC)P(=O)(c1ccccc1)c1ccccc1 (stereo not given)	-3%	3.7%

# (cont.)
structure	MKP-3 inhibition	Hsp70 inhibitors
N#CC1C(=O)NC(N2CCN(c3ccccc3)CC2)=NC12CCCCC2 (stereo not given)	-6%	4.2%
O=c1[nH]c(/C=C/c2ccc(N3CCOCC3)c([N+](=O)[O-])c2)c([N+](=O)[O-])c(=O)[nH]1	0%	10%
CCOC(=O)C1CCN(CN2C(=O)C(=O)c3ccccc32)CC1	2%	-3.4%
Cc1csc(SCCn2c(N3CCCC3)nc3c2c(=O)[nH]c(=O)n3C)n1	0%	3.0%
O=C(CCc1nc2ccccc2[nH]1)Nc1ccccc1	-8%	3.2%
CC1CCCCN1c1nc2nonc2nc1N1CCCCC1C (stereo not given)	x	-0.7%
CC1CCCCN1S(=O)(=O)c1ccccc1[N+](=O)[O-] (stereo not given)	4%	1.5%
COc1ccc2cc(CCNC(=O)c3ccc(Br)o3)c(=O)[nH]c2c1	-6%	6.7%

# (list continues)
structure	MKP-3 inhibition	Hsp70 inhibitors
Cc1cc(NC(=O)c2cccc(S(=O)(=O)N3CCOCC3)c2)c2ccccc2n1	0%	1.1%
Cc1ccc(C(=O)CC2(O)C(=O)Nc3ccccc32)s1 (stereo not given)	x	-1.7%
O=C(Cn1c(-c2ccccc2)noc1=O)Nc1ccc(N2CCCCCC2)cc1	1%	-2.1%
COc1ccc(N(CC(=O)NC2CCCC2)C(=O)c2csnn2)cc1	x	-2.4%
Cc1ccc(C)c(NC(=O)C(=O)NCc2ccccc2Cl)c1	4%	2.7%
Cc1ccc(NC(=O)c2ccc3nc4ccccc4nc3c2)cc1	-2%	0.1%
CCn1nnc(NC(=O)c2cc3ccccc3o2)n1	-5%	4.9%
Ic1ccc(OCCCCCCN2CCCC2)cc1	1%	3.3%

# (further entries)
structure	MKP-3 inhibition	Hsp70 inhibitors
COc1ccc(CNC(=O)CSc2ncn[nH]2)cc1	-3%	-1.3%
CCOC(=O)C1Cc2c([nH]c3ccccc23)C(C)N1 (stereo not given)	-2%	-2.8%
O=C(NCC(=O)N(Cc1cccs1)C(C(=O)NC1CCCC1)c1ccncc1)c1ccco1 (stereo not given)	5%	-4.0%
CCOc1ccc(-c2nc(C#N)c(N3CCN(C)CC3)o2)cc1	-2%	1.3%
N/C(=N\OC(=O)Nc1ccccc1)c1ncc(C(F)(F)F)cc1Cl	x	-2.0%
CC(C)CNC(=O)c1ccccc1NC(=O)C(c1ccccc1)c1ccccc1	2%	-3.4%
CC(=O)Oc1ccc(-c2cccc(C(=O)N3CCOCC3)c2)cc1	3%	4.3%
CN(c1cccc(NC(=O)Cc2ccccc2)c1)S(C)(=O)=O	-18%	2.7%

# The closing 6 compounds of the part above are carried over, then new ones follow.
structure	MKP-3 inhibition	Hsp70 inhibitors
O=C(NCC(=O)N(Cc1cccs1)C(C(=O)NC1CCCC1)c1ccncc1)c1ccco1 (stereo not given)	5%	-4.0%
CCOc1ccc(-c2nc(C#N)c(N3CCN(C)CC3)o2)cc1	-2%	1.3%
N/C(=N\OC(=O)Nc1ccccc1)c1ncc(C(F)(F)F)cc1Cl	x	-2.0%
CC(C)CNC(=O)c1ccccc1NC(=O)C(c1ccccc1)c1ccccc1	2%	-3.4%
CC(=O)Oc1ccc(-c2cccc(C(=O)N3CCOCC3)c2)cc1	3%	4.3%
CN(c1cccc(NC(=O)Cc2ccccc2)c1)S(C)(=O)=O	-18%	2.7%
Cc1nnc(SCC(=O)N2CCN(S(=O)(=O)c3ccc(Cl)cc3)CC2)[nH]c1=O	-4%	-1.2%
Cc1ccc(S(=O)(=O)N2CCN(Cc3ccccc3)CC2)cc1[N+](=O)[O-]	2%	-4.1%
Cc1cc(C)nc(SCc2nnc(SCC(=O)Nc3cc(C(F)(F)F)ccc3Cl)o2)n1	-13%	4.9%
CCOc1ccccc1NC(=O)c1ccccc1-c1nc(-c2ccccc2)no1	-17%	-4.5%
CCOC(=O)C1CCN(S(=O)(=O)c2ccc(-c3nc4ccccc4s3)s2)CC1	-2%	3.8%
COc1ccc(N2C=Nc3ccc(C)c4nc(C)cc2c34)cc1	6%	2.8%
Cc1ccc(N(CC(=O)NCCCC(C)(C)C2OCCO2)S(=O)(=O)c2ccc(F)cc2)cc1	0%	-2.2%
CCOC(=O)c1ccc(-n2c(C)nc3c(cnn3-c3ccccc3C)c2=O)cc1	-8%	0.2%

# Full records, looked up by structure. Order of screens: MKP-3 inhibition	Hsp70 inhibitors
# Listed for CCOC(=O)C1CCN(S(=O)(=O)c2ccc(-c3nc4ccccc4s3)s2)CC1 = -2%	3.8%
# Listed for Cc1cc(C)nc(SCc2nnc(SCC(=O)Nc3cc(C(F)(F)F)ccc3Cl)o2)n1 = -13%	4.9%
# Listed for COc1ccc(N2C=Nc3ccc(C)c4nc(C)cc2c34)cc1 = 6%	2.8%
# Listed for Cc1ccc(N(CC(=O)NCCCC(C)(C)C2OCCO2)S(=O)(=O)c2ccc(F)cc2)cc1 = 0%	-2.2%

# Next section.
structure	MKP-3 inhibition	Hsp70 inhibitors
Cn1c(NCC(O)c2ccccc2)nc2c1c(=O)n(Cc1ccc(Cl)cc1)c(=O)n2C (stereo not given)	0%	2.9%
O=C(c1cccc(COc2ccc(Cl)cc2Cl)c1)N1CCN(c2ccccn2)CC1	-22%	1.9%
Nc1cc(C(=O)O)ccc1Nc1ccc(F)c(F)c1	-6%	-5.7%
O=C(NCCOC(=O)c1ccc(C(=O)OCCNC(=O)c2cccnc2)s1)c1cccnc1	x	1.8%
COc1cccc(OC)c1C(=O)NCc1ccc(C)cc1	0%	5.5%
COCCn1c(SCC(=O)NCc2ccco2)nc2cccnc21	7%	7.4%
CN1CCN(/N=C/c2ccc(-c3ccc([N+](=O)[O-])cc3Cl)o2)CC1	0%	-5.0%
Cc1cc(C)nc(SCC(=O)Nc2ccccc2Oc2ccccc2)n1	2%	0.5%

# Further results follow:
structure	MKP-3 inhibition	Hsp70 inhibitors
O=C(Nc1cccc(Br)c1)c1ccn(C(=O)c2ccc(Cl)cc2)n1	0%	3.9%
O=c1c2ccccc2nc(-c2ccco2)n1/N=C/c1ccccc1O	x	9.7%
CC(C)CCn1c(CN2CC(C)OC(C)C2)nc2c1c(=O)n(C)c(=O)n2C (stereo not given)	3%	5.2%
Cc1cccc(NC(=O)c2cc3ccccc3o2)c1	1%	-0.5%
CC(C)C(c1nnnn1C(C)(C)C)N1CCOCC1 (stereo not given)	x	47%
CCN(CC)S(=O)(=O)c1ccc(Cl)c(C(=O)Nc2ccccn2)c1	1%	0.7%
COc1ccc(OC)c(N2C(=O)NC(=O)/C(=C/C=C/c3ccccc3)C2=O)c1	4%	3.0%
O=C1NC(=Nc2cccnc2)S/C1=C\c1cccc(F)c1	1%	-2.2%

# More records follow:
structure	MKP-3 inhibition	Hsp70 inhibitors
CC(NC(=O)c1ccco1)C(c1cccs1)N1CCN(c2ccccc2F)CC1 (stereo not given)	x	-2.7%
CCOC(=O)CSC1=C(C#N)C(c2sccc2C)C(C(C)=O)=C(C)N1 (stereo not given)	x	-0.8%
COc1cc(C(=O)Nc2nc3ccc(Br)cc3s2)cc(OC)c1OC	4%	0.0%
CC(C)(C)C1CCc2c(sc3c2C(=O)NC(c2ccco2)N3)C1 (stereo not given)	-5%	-7.4%
C#CCOC(=O)C(C=C=C)(C(=O)OCC)C(F)(F)F (stereo not given)	1%	9.1%
Cc1ccccc1C(=O)Nc1ccc(C(=O)Nc2nccs2)cc1	2%	0.2%
C=CCn1cc(C(=O)OC)c(=O)c2cc(S(=O)(=O)N3CCC(C)CC3)ccc21	-6%	-1.9%
Oc1ccc(C=Nc2ccc(N3CCOCC3)cc2)c(O)c1	6%	-1.3%

# More entries:
structure	MKP-3 inhibition	Hsp70 inhibitors
O=C(N/N=C1\CCCc2ccccc21)c1ccccc1[N+](=O)[O-]	x	-3.9%
CCn1c(SCC(=O)c2ccc(C)cc2)nnc1-c1ccoc1C	1%	1.3%
NC(=O)CN1C(=O)C2C3c4ccccc4C(c4ccccc43)C2C1=O (stereo not given)	x	1.0%
O=C(/C=C/c1ccc([N+](=O)[O-])cc1)NC(=S)Nc1ccccc1Cl	1%	4.9%
CCCn1c(CCC(=O)O)ccc1-c1ccc(OC)cc1	-3%	-2.6%
COc1ccc(OC)c(/C=C2\NC(=S)N(c3ccccc3)C2=O)c1	3%	-6.8%
CCOC(=O)C1=C(C)Nc2ccccc2S1	2%	-6.6%
COc1cccc(CN2CCCC(C(=O)N3CCCCC3)C2)c1OC (stereo not given)	-9%	5.1%

# Remaining list, next part.
structure	MKP-3 inhibition	Hsp70 inhibitors
COc1cc(/C=C2\SC(c3ccc(C)cc3)=NC2=O)cc(OC)c1O	0%	-12%
CCOC(=O)C1=C(C)N=c2s/c(=C\c3ccc(OC)c(OC)c3OC)c(=O)n2C1c1ccccc1 (stereo not given)	2%	-0.7%
Cc1ccc(S(=O)(=O)N(C)CC(=O)Nc2ccncc2)cc1	-12%	-2.4%
O=C1/C(=C\c2cccc(F)c2)SC(=S)N1Cc1ccccc1	1%	2.1%
O=c1c(-c2ccc(Cl)cc2Cl)coc2c(CN3CCCCC3)c(O)ccc12	1%	0.9%
Cc1ccc(C2Nc3ccccc3C(=O)N2Cc2ccccc2)cc1 (stereo not given)	-4%	4.5%
CCOC(=O)C1=C(C)N=c2s/c(=C/c3c[nH]c4ccccc34)c(=O)n2C1c1ccc(F)cc1 (stereo not given)	-1%	-15%
COc1ccc(-n2nc3ccccc3n2)cc1	-8%	0.8%

# (further entries)
structure	MKP-3 inhibition	Hsp70 inhibitors
O=C(Nc1cccc(Cl)c1)N(CCCN1CCOCC1)Cc1ccccc1F	-4%	-3.1%
Cc1ccc(C)c(N(C)S(=O)(=O)c2cccc3nsnc23)c1	5%	-4.5%
CC(=O)c1ccc(Oc2ccc([N+](=O)[O-])cc2)cc1	-1%	2.8%
COc1cc(C(=O)Nc2ccc3nn(-c4ccc(C)c(C)c4)nc3c2)cc(OC)c1OC	6%	-5.5%
CN(CC(=O)NCc1ccco1)S(=O)(=O)c1cccc2cccnc12	-10%	8.8%
CCOP(=O)(c1ccccc1)c1nc(-c2ccccc2C)oc1N1CCCCC1 (stereo not given)	3%	-5.3%
CC(OC(=O)c1snc(C(=O)NC2CCCCC2)c1N)C(=O)NC(C)(C)C (stereo not given)	x	-5.4%
COc1ccc(C(=O)N2CCN(C(=O)c3ccccc3F)CC2)cc1OC	4%	-0.7%
CCN(CC)c1ccc(/C=C2\NC(=S)N(c3ccccc3)C2=O)cc1	6%	-56%
CC1CCCN(CCC(=O)Nc2ccc(Br)cc2)C1 (stereo not given)	x	-2.1%
